# Hck-Nef inh: blocks Nef-activated human Hck kinase. P08631. Recombinant Hck-YEEI plus Nef, Z-Lyte FRET kinase assay. inhibition, % at 20 µM. hit rate 0.68% among 220,000;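 active = Hck-Nef kinase inhibition above about 50%, limit read from the data; inactive = inhibition below that limit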;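 also: 0% = DMSO with Hck plus Nef and 100% = Hck alone without Nef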
# Cl transport mod: KCC2 (human) Cl- transport modulation; Q9H2X9; KCC2 cells, thallium flux FluoZin-2 fluorescence; B-score of Tl+ flux slope (higher = more flux/activation; lower = inhibition) at 10 µM; hit rate 2.2% among 190,000; AID 1456;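 active = thallium flux slope and its plate-corrected score both differing from the plate sample mean at a set confidence after two filtering rounds, in either direction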;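 also: slope of fluorescence scaled to starting intensity during 10 to 20 s after thallium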
# FXIIa inh 1536: blocks human coagulation factor XIIa protease activity | P00748 | purified FXIIa, Boc-QGR-AMC fluorogenic substrate, 2 h | inhibition, % at 5 µM | hit rate 0.3% among 220,000 | AID 800; in the data active = inhibition above about 40%;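 also: 0% = enzyme with no compound and 100% = blank without enzyme; many of its hits are not listed in these tables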
# Rad51 HR inh: blocks human Rad51 in homologous recombination; Q06609; hRad51 DNA strand exchange, fluorescence dequenching; inhibition, % at 10 µM; hit rate 0.085% among 200,000;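 active = inhibition above 40% at the single screening dose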;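 also: 0% = DMSO control wells and 100% = blanks with heterologous ssDNA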
#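 System: hRad51 filaments on single-stranded DNA; reagent: Fluorescein- and BHQ1-tagged 47-mer duplex; compound dosing: one concentration, 10 µM final; timing: filaments 15 min 37 °C, then compound 30 min; measured by: fluorescein emission 520 nm, excitation 485 nm; benchmarks: per-plate controls and blanks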
# TNF death inh: inhibitors of TNF-alpha induced necroptosis in Jurkat FADD-/- cells; Jurkat FADD-/- TNF necroptosis rescue, ATP luminescence, 24 h; 0 = TNF only, 100 = no-TNF cells; activation (protection from cell death), % at 10 µM; hit rate 0.068% among 220,000;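 active = activation, meaning protection from cell death, of at least 50% relative to plate controls; inactive = activation below 50%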;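 also: necroptosis triggered by 40 ng/mL TNF-alpha added together with compound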
# hK5 inh: inhibitors of human kallikrein 5 | Q9Y337 | recombinant hK5, fluorogenic AMC substrate cleavage | inhibition, % at 5 µM | hit rate 0.59% among 210,000;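 active = inhibition of 40% or more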;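 also: 0% = enzyme controls without compound and 100% = no-enzyme blanks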
# Target sequence (Q9Y337 67-293 limits assumed): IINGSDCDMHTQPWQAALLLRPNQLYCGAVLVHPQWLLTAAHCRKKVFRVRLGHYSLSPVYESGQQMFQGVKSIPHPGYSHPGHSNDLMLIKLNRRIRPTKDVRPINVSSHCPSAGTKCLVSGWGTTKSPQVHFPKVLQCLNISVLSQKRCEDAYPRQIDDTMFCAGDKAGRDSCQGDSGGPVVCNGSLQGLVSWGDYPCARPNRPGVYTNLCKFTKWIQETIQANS
# L929 necroptosis: L929 zVAD cell death inhibition. L929 zVAD necroptosis rescue, ATP luminescence, 24 h; with zVAD 60 µM. viability rescue, % at 10 µM. hit rate 0.38% among 220,000. AID 1377;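 active = activation, scaled between plate controls, above about 75%, limit read from the data; inactive = activation under that limit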;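 also: 0% = zVAD with DMSO and 100% = DMSO alone without zVAD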
# thrombin 1536: blocks human thrombin protease activity; P00734; alpha-thrombin, Boc-VPR-AMC fluorogenic substrate cleavage; inhibition, % at 5 µM; hit rate 0.26% among 220,000; AID 1046;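 active = inhibition at or above 40%; inactive = inhibition below 40%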;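 also: 0% = enzyme with no compound and 100% = wells without enzyme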
#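 Test system: human alpha-thrombin; medium: pH 7.5 Tris-saline with Tween 20; times: reaction at room temperature; signal: AMC fluorescence at 355 nm excitation and 460 nm emission; also added: Boc-VPR-AMC substrate, 15 µM final; dosing: one concentration per compound, 5 µM, with 0.2% DMSO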
# FXIa inh: blocks human coagulation factor XIa protease activity; purified FXIa, Boc-Glu-Ala-Arg-AMC fluorogenic substrate; hit rate 0.14% among 220,000; inhibition, % at 5 µM; P03951;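 active = inhibition of at least 40%; inactive = inhibition below 40%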;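 also: fluorescence of freed AMC excited at 355 nm; 0% = enzyme without compound and 100% = no enzyme blank; many of its hits are not listed in these tables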
# Target sequence (P03951 19-387 limits assumed): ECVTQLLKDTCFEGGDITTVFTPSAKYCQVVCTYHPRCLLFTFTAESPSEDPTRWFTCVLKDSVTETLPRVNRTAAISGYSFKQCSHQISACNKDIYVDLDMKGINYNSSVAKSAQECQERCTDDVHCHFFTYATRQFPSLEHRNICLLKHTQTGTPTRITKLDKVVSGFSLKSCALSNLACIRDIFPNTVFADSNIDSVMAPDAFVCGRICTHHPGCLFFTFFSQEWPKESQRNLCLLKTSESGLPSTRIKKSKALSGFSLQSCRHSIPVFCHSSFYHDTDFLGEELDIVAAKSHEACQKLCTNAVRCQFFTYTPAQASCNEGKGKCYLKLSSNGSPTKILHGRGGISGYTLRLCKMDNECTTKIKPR
# Target sequence (P03951 388-625 limits assumed): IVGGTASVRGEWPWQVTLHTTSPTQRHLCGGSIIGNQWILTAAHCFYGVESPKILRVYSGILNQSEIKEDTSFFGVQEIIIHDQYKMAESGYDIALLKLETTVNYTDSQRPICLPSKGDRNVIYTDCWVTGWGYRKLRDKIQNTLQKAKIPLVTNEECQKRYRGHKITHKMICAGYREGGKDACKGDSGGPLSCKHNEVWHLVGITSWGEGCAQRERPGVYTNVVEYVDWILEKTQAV
# * hit, by the source's call; nt = not tested or not shown; & = joins results of further samples. The list is partial. The share of hits here may be higher or lower than overall.
# Each structure is followed by: hK5 inh	FXIa inh	L929 necroptosis	FXIIa inh 1536	TNF death inh	Rad51 HR inh	Hck-Nef inh	thrombin 1536	Cl transport mod
c1ccc(CSc2nnc(-c3ccco3)c(-c3ccco3)n2)cc1
 : -61	19	-0.5	29	-1.0	-4	61*	4	-0.67
CCN1CCN(C(=O)CN(c2cc(OC)ccc2OC)S(C)(=O)=O)CC1
 : -26	16	0.1	27	0.2	4	-1	0	0.74
CSc1nc2ccc(NS(=O)(=O)c3ccc4c(c3)OCCO4)cc2s1
 : -10	-3	0.0	10	-0.6	4	-4	1	-0.46
COc1ncnc2c1cnn2-c1ccccc1
 : 21	-4	0.4	9	-1.5	-1	1	-9	-0.12
O=C(NNS(=O)(=O)c1cccc(Cl)c1Cl)c1cccc(S(=O)(=O)N2CCOCC2)c1
 : -10	1	1.1	2	1.5	2	3	6	-0.26
C(=C\c1ccccc1)/CSc1ccccn1
 : -4	1	0.1	1	0.3	0	31	-9	0.051
COc1cccc(CN(CC2CCCO2)S(=O)(=O)c2ccc(S(=O)(=O)NCC3CCCO3)cc2)c1OC (stereo not drawn)
 : -17	0	-1.0	8	-0.3	10	-2	2	-0.75
CC(C)OCCCNC(=O)NC12CC3CC(CC(C3)C1)C2
 : -7	0	-0.1	7	0.8	0	-1	-4	nt
Cc1cc(C)n2cc(-c3ccc(Cl)cc3)c(C(=O)O)c2n1
 : -4	-1	0.3	9	-0.6	7	9	1	0.06
CC(C)(C)OC(=O)C1C(=O)CC(C)(O)C(C(=O)OC(C)(C)C)C1c1ccco1 (stereo not drawn)
 : -2	15	-0.3	19	0.4	-9	6	2	0.23
O=C(N/N=C/c1cccs1)/C(=C/c1ccccc1)NC(=O)c1ccccc1
 : -20	2	-0.8	-5	1.5	nt	0	1	-0.028
O=C1CCC([N+](=O)[O-])C(c2cc3c(cc2Br)OCO3)N1 (stereo not drawn)
 : -7	-8	1.7	1	2.4	-4	-1	-8	0.66
COc1cc(CNCCCN2CCOCC2)ccc1OCC(=O)Nc1cccc(C(F)(F)F)c1
 : -11	6	2.6	1	-6.1	7	1	1	0.15
COc1ccc(-c2cn3c(C)c(C(=O)N4CCCc5ccccc54)sc3n2)cc1
 : nt	nt	7.1	nt	2.8	0	-1	nt	-0.84
Cc1ccc(S(=O)(=O)N2N=C3CCCCC3C2(O)C(F)(F)F)cc1 (stereo not drawn)
 : 10	7	-0.1	7	0.3	-4	2	0	-0.29
Cc1cccc(-n2c3nc(=O)[nH]c(=O)c-3cc3cc([N+](=O)[O-])ccc32)c1
 : -9	10	-0.8	19	-7.2	20	7	5	-0.037
O=C(O)Cc1c(C(=O)O)nnn1-c1ccc(Cl)cc1Cl
 : 18	1	1.5	9	0.8	-10	26	-2	0.6
COc1ccc(-n2ccnc2SCC(=O)NCc2ccccc2)c(OC)c1
 : 1	-3	-0.3	4	-0.5	-1	22	-4	-0.2
C/C(CCS(=O)(=O)c1ccccc1)=N/O
 : -16	-5	0.6	6	0.7	-26	17	-16	0.9
C=CCn1cc(C(=O)NCC2CCCO2)c(=O)c2cc(S(=O)(=O)N3CCCCCC3)ccc21 (stereo not drawn)
 : -11	-3	-0.5	15	-2.0	-11	0	-13	-0.51
Cc1cc2cc(C(c3nnnn3C3CCCC3)N(Cc3cccnc3)Cc3ccco3)c(=O)[nH]c2cc1C (stereo not drawn)
 : -20	-3	-0.7	15	-5.6	-3	3	1	nt
COc1ccccc1CNC(=O)c1ccc(OC(C)C)cc1
 : -7	-5	10	0	1.0	-19	3	8	0.027
CC(=O)c1ccc(N2CCN(C(=O)CCCn3c(=S)[nH]c4cc5c(cc4c3=O)OCO5)CC2)cc1
 : -6	4	-0.7	11	-3.1	0	7	4	nt
Cn1c(=O)[nH]c(=O)c2c1nc(N/N=C/C(Br)=C/c1ccccc1)n2CCO
 : 4	4	-0.6	9	-25	22	60*	1	-0.015
COCCn1nnnc1C(c1cccs1)N1CCN2CCCC2C1 (stereo not drawn)
 : -7	-1	0.3	8	-0.2	-4	17	-2	-0.14
O=C(O)c1ccc(Br)cn1
 : 6	1	4.8	13	-0.1	-1	21	1	1.5
Cc1cc(=O)[nH]c(SCC(=O)Nc2ccc(Br)cc2)n1
 : 2	0	0.8	8	0.4	-2	25	0	1.2
CCOC(=O)C1C(=O)CC(C)(O)C(C(=O)OCC)C1c1ccc([N+](=O)[O-])cc1 (stereo not drawn)
 : 2	3	-0.8	7	-0.1	8	10	4	0.19
COc1ccccc1NC(=O)c1cc2ccc(O)cc2o/c1=N\O
 : -16	21	0.7	24	-8.7	-10	6	-4	1
Cc1ccccc1CSc1nc2[nH]ncc2c(=O)[nH]1
 : 2	-2	5.4	12	-1.8	-7	27	-4	-2.1
CC(c1ccco1)N(C(=O)c1ccccc1NS(=O)(=O)c1ccc(Cl)c([N+](=O)[O-])c1)c1ccccn1 (stereo not drawn)
 : -11	5	0.8	7	0.4	1	6	-4	1.1
COc1ccccc1NC(=O)Cn1c2ccccc2c2nc3n(c(=O)c21)CCS3
 : -14	-4	1.1	0	0.8	-31	24	1	-1.1
CCc1ccc(NC(=O)c2cc(-c3cccs3)on2)cc1
 : -27	-14	2.7	-4	-1.9	9	3	-4	0.51
COC(=O)C1=C(C(=O)OC)C(c2ccccc2O)c2sc(=O)[nH]c2S1 (stereo not drawn)
 : -9	-9	0.6	2	-0.6	-16	4	-11	-1.3
CCOc1ccc(C(=O)Nc2cccc(-c3nc4ccccc4[nH]3)c2C)cc1[N+](=O)[O-]
 : -14	10	0.5	12	5.5	nt	2	-3	-0.71
O=C(Nc1ccc(S(=O)(=O)Nc2ncccn2)cc1)c1ccc2ncsc2c1
 : 22	8	-0.1	14	-1.1	-25	-1	2	nt
Cc1ccc2c(CN3C(=O)NC(C)(c4ccc5c(c4)OCO5)C3=O)cc(=O)oc2c1 (stereo not drawn)
 : 10	-6	0.0	-1	-3.1	-6	-2	-5	0.63
CCOc1ccc(-c2noc(-c3cccnc3)n2)cc1OC
 : -15	-11	-0.1	21	0.3	nt	3	-8	0.3
CC(C)c1nc(N2CCOCC2)c(C#N)c2c1CCCC2
 : -4	-1	2.5	15	0.5	-1	2	2	nt
Cc1cc(-c2ccccc2)nc2[nH]n(-c3ccccc3)c(=O)c12
 : 0	3	-0.2	8	-0.6	1	-11	-5	0.87
COCCNC(=O)CCn1nc(-c2ccc(Cl)cc2)ccc1=O
 : -13	-1	0.6	12	-1.5	-9	2	-6	nt
CCOc1ccccc1NC(=O)c1cc(-c2ccncc2)nc2c(Cl)cccc12
 : -10	14	0.7	3	-2.4	10	3	5	0.91
C=COCCNC(=S)N1CCOCCOCCN(C(=S)NCCOC=C)CCOCC1
 : -3	0	-1.3	3	1.3	3	19	-9	0.42
O=Cc1ccc(-c2cccc(C(=O)O)c2)o1
 : -2	-3	1.9	nt	0.6	9	-19	-6	0.17
Cc1nc(-c2noc(-c3ccc(Cl)cc3)n2)c(C(F)(F)F)o1
 : -3	7	0.1	2	0.3	17	11	-2	0.86
CCCCn1c(N)c(N(CC(C)C)C(=O)CN(C)Cc2cccc(OC)c2)c(=O)[nH]c1=O
 : 2	-2	-0.2	14	0.6	3	-14	-1	-0.13
CCc1nnc(NC(=O)COc2ccccc2[N+](=O)[O-])s1
 : -4	0	0.8	8	-0.6	9	16	-3	nt
COC(=O)c1ccc(CSc2nnc(-c3ccc4c(c3)OCO4)n2-c2ccccc2)o1
 : -6	0	1.1	9	1.2	4	37	-2	-1.1
COc1ccc(NC(=S)NC(NC(=O)C(C)C)C(Cl)(Cl)Cl)c([N+](=O)[O-])c1 (stereo not drawn)
 : 2	-5	0.0	-5	-2.1	-1	1	1	-0.12
COc1ccc(CNC(=O)CSc2nc3c(c(=O)n(C)c(=O)n3C)n2C)cc1
 : nt	nt	0.0	nt	-1.1	nt	8	nt	-1.1
COc1cccc(CN2CCNC(=O)C2CC(=O)NCc2cn3ccc(C)cc3n2)c1OC (stereo not drawn)
 : -3	-2	0.8	7	0.9	1	18	0	0.076
O=C(NC1CCC(C(=O)O)CC1)OCc1ccccc1 (stereo not drawn)
 : -1	6	0.3&0.1	14	-2.8&1.2	-12&4	0&-2	0	0.15&-0.15
O=C(NCC1CCCO1)c1ccc(CS(=O)(=O)c2c(Cl)cccc2Cl)o1 (stereo not drawn)
 : -1	1	0.1	2	-1.3	-2	0	0	nt
Cc1cc(NC(=O)CSc2ccc3nnc(-c4cccs4)n3n2)no1
 : -7	-13	-0.3	-2	-1.6	-3	3	-7	-2.2
CC(=O)N=c1ncn(CC(COC(C)=O)OC(C)=O)c2nc[nH]c12 (stereo not drawn)
 : 3	2	2.4	4	0.3	-7	0	-2	nt
Cc1ccc(Cn2nnc3c(=O)[nH]c(C4CCCN(C(=O)Nc5ccc(F)cc5)C4)nc32)cc1 (stereo not drawn)
 : 9	6	-0.3	10	-1.8	-2	1	-2	nt
CN(Cc1ccccc1)c1ccc(C(CC(N)=O)NC(=O)Cc2ccc(Br)cc2)cc1[N+](=O)[O-] (stereo not drawn)
 : 1	2	-0.2	9	-0.4	-2	28	1	-0.95
Cc1coc(NC(=O)CSc2nc(-c3ccncc3)cc(C(F)(F)F)c2C#N)n1
 : -3	4	0.1	19	-1.2	2	9	5	nt
COc1ccc(Cc2[nH]n3c(=O)cc(C)nc3c2-c2ccccc2)cc1
 : -13	-3	1.6	3	0.5	9	0	2	-0.77
OCCC1CN(Cc2cccc(-c3ccco3)c2)CCN1Cc1ccsc1 (stereo not drawn)
 : -1	-3	-0.9	7	1.8	4	24	-12	0.54

# Further structures.
# Each structure is followed by: hK5 inh	FXIa inh	L929 necroptosis	FXIIa inh 1536	TNF death inh	Rad51 HR inh	Hck-Nef inh	thrombin 1536	Cl transport mod
CN(C)c1nc(-c2ccccn2)nnc1-c1ccccc1
 : 1	-22	64	16	-11	7	3	-1	nt
O=c1[nH]c2ccccc2cc1CN(c1ccccc1)S(=O)(=O)c1ccccc1
 : 2	7	1.3	12	2.8	11	3	1	0.0073
CCOC(=O)C1=C(N)OC2=C(C(=O)CC(C)(C)C2)C1C1CCCCC1 (stereo not drawn)
 : -9	-1	0.0	8	-0.5	nt	2	-5	-1
Fc1cccc(COc2ccccc2C(=S)N2CCCC2)c1
 : -10	-5	-0.5	4	-0.1	20	3	-2	-1.1
COc1ccc(CN(C)CC(=O)NC(=O)NCc2ccccc2)c(OC)c1
 : -4	7	0.8	7	1.1	nt	-63	-1	-1.3
Cn1cnnc1SCC(=O)N1CCc2ccccc21
 : -20	4	0.5	12	0.1	3	-1	-6	nt

# Entries listed above marked active in Hck-Nef inh.
compound	hK5 inh	FXIa inh	FXIIa inh 1536	Rad51 HR inh	Hck-Nef inh	thrombin 1536	Cl transport mod
c1ccc(CSc2nnc(-c3ccco3)c(-c3ccco3)n2)cc1	-61	19	29	-4	61*	4	-0.67
Cn1c(=O)[nH]c(=O)c2c1nc(N/N=C/C(Br)=C/c1ccccc1)n2CCO	4	4	9	22	60*	1	-0.015

# Assay outcomes (PubChem BioAssay)
